# GPR55 LPI antagonism: inhibition of LPI-stimulated GPR55 beta-arrestin translocation – imaging, U2OS, beta-arrestin-GFP, LPI agonist, primary screen (AID 2013); hit rate 0.13% among 290,000; one-dose inhibition, % at 10 µM; IC50 in µM for titrated hits; U2OS GPR55 beta-arrestin-GFP translocation imaging, LPI antagonism; higher % means a stronger effect;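 active means spots per cell inhibited over 60%, with over 100 cells counted and total cytoplasm intensity under 500,000; inconclusive means wells with under 100 cells, flagged as likely toxic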;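 further: U2OS cells stably carrying GPR55 and arrestin-GFP stimulated by 5 µM LPI near EC80; imaged beta-arrestin-GFP aggregate spots per cell after agonist stimulation; plate controls were LPI-stimulated DMSO wells for no effect and DMSO wells without LPI for full effect; some results filed as inactive read as strong as hits; confirmed hits need IC50 under 10 µM and bright autofluorescent wells are also inconclusive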
# Salmonella PhoP GFP: PhoP-dependent GFP reporter repression – Salmonella Typhimurium, primary screen (AID 1863) | S. Typhimurium PhoP-regulated promoter GFP reporter, 4 h; higher % means a stronger effect | one-dose inhibition, % at 50 µM; IC50 in µM for titrated hits | hit rate 0.16% among 300,000;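 active means inhibition over 29.93%, a cutoff 3 SD above the screen mean, later confirmed by dose response; inconclusive means inhibition over 29.93% but no dose response follow-up; inactive means inhibition at most 29.93% or unconfirmed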;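 further: 0% = low Mg2+ inducing control and 100% = high Mg2+ repressing control; strong numbers were not always called active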
# NTR1 ag: NTR1-driven beta-arrestin-GFP spot formation – imaging, U2OS cells, high content, primary screen (AID 493036); P30989; agonist mode; activation, % at 20 µM; hit rate 0.17% among 330,000;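 active means activation at or above 40% of the spot to cytoplasm intensity ratio, with at least 20 cells analyzed; inconclusive means wells under 20 cells, flagged as cytotoxic or low count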;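 further: 0% = DMSO without peptide and 100% = 100 nM NTR1 peptide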
# Target sequence (P30989 whole entry, looked up): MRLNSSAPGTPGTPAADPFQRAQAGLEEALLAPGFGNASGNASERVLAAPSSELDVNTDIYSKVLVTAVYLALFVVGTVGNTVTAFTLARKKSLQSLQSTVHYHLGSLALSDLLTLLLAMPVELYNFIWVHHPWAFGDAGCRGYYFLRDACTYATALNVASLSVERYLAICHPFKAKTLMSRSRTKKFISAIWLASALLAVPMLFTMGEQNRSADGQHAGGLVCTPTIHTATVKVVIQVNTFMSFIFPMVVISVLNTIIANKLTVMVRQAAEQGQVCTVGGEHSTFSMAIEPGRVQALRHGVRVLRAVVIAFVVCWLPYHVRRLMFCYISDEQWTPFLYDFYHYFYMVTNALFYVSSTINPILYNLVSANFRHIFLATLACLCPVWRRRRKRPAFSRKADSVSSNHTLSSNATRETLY
# HIV fusion peptide: inhibitors of HIV fusion peptide binding, primary screen, biochemical, uHTS, fluorescence dequenching (AID 1986); cell-free peptide binding, fluorescence dequenching, 30 min; higher % means a stronger effect; inhibition, % at 20 µM, or IC50 in µM where a hit was titrated; hit rate 0.3% among 290,000; in the data active means inhibition mostly above about 52%, no sharp cut-off; inactive means mostly below about 76%; further: some results filed as inactive read as strong as hits
# GPR35 antagonists: inhibition of zaprinast-stimulated GPR35 beta-arrestin translocation – imaging, U2OS, beta-arrestin-GFP, zaprinast agonist, primary screen (AID 2058); U2OS GPR35 beta-arrestin-GFP translocation imaging, zaprinast antagonism; higher % means a stronger effect; one-dose inhibition, % at 10 µM; IC50 in µM for titrated hits; hit rate 0.052% among 290,000;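 active means inhibition of at least 50% with at least 30 cells and total cytoplasm GFP at most 10,000,000; inconclusive means under 30 cells or total GFP of 10,000,000 plus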
# LYP phosphatase: PTPN22 lymphoid phosphatase activity blockers – biochemical, fluorescence intensity, uHTS (AID 1779). recombinant LYP phosphatase, fluorescence intensity; higher % means a stronger effect. inhibition, % at 11.5 µM; hits with a dose series show IC50 in µM. hit rate 0.054% among 290,000; in the data active means inhibition above about 50%;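 further: plate controls were vehicle with enzyme for no effect and no enzyme for full effect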
# MgcRacGAP inhibition: MgcRacGAP GTPase-activating activity inhibitors, confirmation, biochemical, ADP Hunter fluorescence | inhibition, % at 30 µM, or IC50 in µM where a hit was titrated | MgcRacGAP-stimulated Rac1 GTP hydrolysis, ADP Hunter fluorescence; higher % means a stronger effect; GST-tagged Rac1 F28L mutant substrate | AID 624330 | hit rate 0.6% among 340,000;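 active means first-screen hits whose inhibition reached a set limit at any dose in the follow-up dose series; inconclusive means inhibition above the set first-screen limit but never retested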;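 further: fluorescence reports GDP produced by GAP-driven GTP hydrolysis; strong numbers were not always called active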
# SIAH1 antagonists: blockers of Siah-1 interaction with plectin peptide – biochemical, fluorescence polarization, rhodamine-plectin, uHTS, primary screen (AID 1817) | Siah-1 / rhodamine-plectin peptide fluorescence polarization; higher % means a stronger effect | one-dose displacement, % at 20 µM; IC50 in µM for titrated hits | hit rate 0.02% among 290,000;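 active means displacement of at least 50% at 20 µM, with a fluorescence ratio check between 0.3 and a set limit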;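 further: plate controls were Siah plus tracer with DMSO for no effect and tracer alone without Siah for full effect; strong numbers were not always called active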
# Myeloid diff MLP: compounds promoting myeloid differentiation. AID 624256. hit rate 1% among 360,000. ER-HoxA9 myeloid progenitors, lysozyme-GFP differentiation, flow cytometry. calls only at 10 µM;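 active means normalized GFP-positive differentiation at or above the plate's own cutoff, the solvent-only control mean plus 3 SD; inconclusive means no clear call, values can overlap the other calls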;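 further: cells exposed to compound for four days before flow analysis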
# NTR1 ag cell count 20 µM: second read-out of NTR1 ag, no call of its own (marks repeat the call); cell count; measured here: cell count, cytotoxicity flag
# Myeloid diff MLP GFP+ MAC1+ %: also measured in Myeloid diff MLP; calls as there; GFP+ MAC1+ double positive, %; measured here: differentiation confirmed by MAC1 staining
# Starred values were filed as active, the others as inactive; i = inactive; ? = inconclusive; . = no result given. Rows are unselected, and some 2.4% of all compounds hit somewhere here.
SMILES,GPR55 LPI antagonism,Salmonella PhoP GFP,NTR1 ag,NTR1 ag cell count 20 µM,HIV fusion peptide,GPR35 antagonists,LYP phosphatase,MgcRacGAP inhibition,SIAH1 antagonists,Myeloid diff MLP,Myeloid diff MLP GFP+ MAC1+ %
CN(NS(=O)(=O)c1cccs1)c1ncc(C(F)(F)F)cc1Cl,19%,-2%,1.2,50,2.1%,-12%,-5%,7%,11%,i,2.8
NS(=O)(=O)c1cccc(NC(=O)CSc2nc3ccccc3n2-c2ccccc2)c1,-9%,5%,5.3,55,-0.8%,-16%,-3%,0%,-2%,.,.
Cc1ccc(NC(=O)c2cccs2)cc1NC(=O)c1ccc(F)cc1,3%,-2%,1.0,62,0.1%,5%,-5%,3%,4%,i,0.3
CNC(=O)NC1CCCCc2sccc21 (configuration not stated),1%,-3%,4.0,85,2.1%,-2%,-2%,-2%,6%,i,2.0
Cc1nc(N/N=C/c2ccc(O)cc2O)cc(N2CCOCC2)n1,1%,6%,2.5,50,2.3%,-7%,-10%,?,-9%,.,.
CC(C)(C)c1ccc(C(=O)NCC(=O)OCC(=O)Nc2nc(-c3ccc(F)cc3)cs2)cc1,0%,-2%,14,57,0.8%,9%,-7%,3%,-6%,i,0.4
N/C(=N\OC(=O)Nc1cccc(C(F)(F)F)c1)c1ccno1,6%,-9%,-0.8,45,-2.4%,-6%,-9%,.,0%,i,0.5
COc1ccc(NS(=O)(=O)c2cc(C(=O)OC(C)C(=O)N3CCOCC3)ccc2Cl)cc1 (configuration not stated),.,4%,0.2,63,.,.,.,7%,.,i,0.8
CCNCCNC(=O)c1c(O)c2ccccc2n(CC)c1=O,13%,4%,-0.4,59,3.7%,12%,3%,5%,0%,i,7.3
COC(=O)c1sc(N)nc1C(C)(C)C,4%,12%,0.7,58,0.8%,11%,-7%,-1%,-3%,i,0.7
CCS(=O)(=O)c1nc2ccccc2n1CC(=O)N1CCOCC1,-5%,-4%,0.5,42,0.3%,2%,1%,7%,3%,i,0.8
CN(C(=O)c1cc2c(=O)n3ccccc3nc2n1C)C1CCCCC1,-10%,5%,0.8,69,-1.1%,11%,-20%,-5%,0%,i,1.5
COc1ccccc1/C=C/C(=O)Nc1ccc2c(c1)CCC2,2%,11%,1.6,61,0.3%,-5%,10%,7%,6%,i,0.4
O=c1cc[nH]c2c(C(F)(F)F)cccc12,12%,13%,-0.3,63,-1.5%,11%,0%,3%,-5%,i,0.8
Cn1c(=O)[nH]c(=O)c2c1nc(N1CCCCCC1)n2Cc1cccc2ccccc12,6%,-2%,9.8,49,3.4%,-1%,0%,13%,-1%,i,0.5
CC(NC(=O)Cc1cccc(C(F)(F)F)c1)c1ccc(F)cc1 (configuration not stated),4%,-6%,0.3,60,-1.1%,-5%,-7%,1%,-2%,i,1.1
CCOC(=O)Cn1c(C)nc2ccccc21,2%,3%,-1.1,60,-1.7%,22%,-13%,2%,1%,i,1.6
CC(=O)Nc1ccc(OS(=O)(=O)c2cc(Cl)ccc2C)cc1,-5%,-7%,2.1,44,-2.5%,8%,-2%,8%,-3%,i,0.3
COc1cccc(/C=C/C(=O)OCC(=O)Nc2ccc(Cl)cn2)c1,-6%,-6%,-0.8,68,10%,-11%,-6%,4%,-4%,i,0.6
O=C(NCCc1c[nH]c2ccccc12)c1cncc(Br)c1,-10%,-1%,3.1,73,-0.8%,-8%,-8%,6%,0%,i,0.3
CC1CN(S(=O)(=O)c2ccc(C(=O)Nc3sccc3C(N)=O)cc2)CC(C)O1 (configuration not stated),-1%,3%,2.6,64,-2.3%,18%,-2%,5%,-6%,i,0.0
CCN(CC)S(=O)(=O)c1ccc(N2CCOCC2)c(NC(=O)CC(C)(C)C)c1,-6%,-3%,0.3,60,-1.5%,7%,-4%,3%,-5%,i,0.3
COc1ccc(Cl)cc1NC(=O)Cn1cccc1,-5%,9%,0.7,70,-2.6%,3%,-12%,2%,-3%,i,9.3
CC(OC(=O)c1nsc(Cl)c1Cl)C(=O)NCc1cccs1 (configuration not stated),-1%,-2%,-1.2,68,-1.1%,-6%,-6%,4%,1%,i,0.8
CC(C)c1ccccc1NC(=S)N1CCN(Cc2ccc3c(c2)OCO3)CC1,2%,6%,1.4,51,1.3%,-4%,2%,2%,-5%,i,0.2
CCSc1ncccc1-c1nc2ccccc2[nH]1,6%,1%,-1.5,78,-1.9%,6%,2%,3%,0%,i,1.6
CCCC(C(=O)NC(C)(C)C)N(Cc1ccccc1Cl)C(=O)c1snc(C(N)=O)c1N (configuration not stated),-16%,8%,4.6,61,-0.1%,-14%,-10%,-11%,-6%,i,0.9
O=C(Nc1nccs1)c1ccc(Br)cc1,12%,2%,0.6,54,2.4%,0%,-8%,8%,8%,i,0.4
Cc1ccc2nc(-c3cccnc3)c(NC3CCCCC3)n2c1,2%,-12%,-0.3,66,2.4%,10%,-4%,7%,4%,i,0.3
O=C(CN1CCOCC1)Nc1ccc([N+](=O)[O-])cc1,-11%,-3%,0.5,53,1.3%,-4%,-2%,5%,-2%,i,0.3
O=C(CSc1nnc(-c2cc(-c3cccs3)nc3ccccc23)o1)NC1CCCCC1,6%,7%,2.3,33,1.9%,4%,-3%,12%,1%,i,1.5
COc1ccc(OC)c2[nH]c(=O)c(CCNS(=O)(=O)c3ccc(Cl)cc3)cc12,5%,-1%,0.9,46,-1.3%,11%,-3%,-2%,2%,?,.
Cc1cc(=O)oc2cc(OC(C)C(=O)O)c(Cl)cc12 (configuration not stated),3%,-3%,-0.4,44,1.1%,1%,-7%,5%,-3%,i,1.8
Nc1nonc1C(=O)NCCNC(=O)c1ccc(Cl)cc1,-3%,3%,-1.0,60,-0.9%,-13%,-7%,8%,6%,i,5.7
COc1cc2ccccc2cc1C(=O)N(CCN(C)C)c1nc2ccc(Br)cc2s1,40%,16%,-2.1,59,-1.2%,-7%,-12%,2%,-6%,?,.
CCOc1cc(/C=N/NC(=O)CN(CCc2ccccc2)S(=O)(=O)c2ccc(NC(C)=O)cc2)ccc1O,13%,1%,2.1,62,1.4%,-1%,7%,15%,2%,i,0.7
Cc1ccc(S(=O)(=O)N2CC(=O)Nc3ccccc32)c(C)c1NS(C)(=O)=O,-3%,-1%,0.5,51,0.9%,-5%,-6%,4%,4%,i,0.3
C=CC(C)Sc1nc2c(c(=O)n(C)c(=O)n2C)n1Cc1ccccc1Cl (configuration not stated),-6%,-13%,16,57,-2.8%,15%,2%,15%,2%,i,1.8
CC(C)NC(=O)N(O)C1N(Cc2ccc3c(c2)OCO3)C(=S)SC1(C)C (configuration not stated),-3%,-4%,0.6,76,-3.1%,11%,-4%,8%,-1%,i,0.7
O=C(Cc1coc2cc3c(cc12)CCC3)NCC1(N2CCCCC2)CCCCC1,18%,2%,-0.6,89,2.8%,-10%,-3%,8%,0%,i,0.6
NC(=O)c1nsc(C(=O)N(Cc2ccco2)C(C(=O)NCc2ccccc2)c2ccc(O)cc2)c1N (configuration not stated),-4%,15%,-0.9,45,-0.2%,-12%,-9%,4%,6%,i,2.4
Cc1ccc(C)c(N2CCN(C(=O)c3ccc(CS(=O)Cc4cccc(Cl)c4)o3)CC2)c1 (configuration not stated),-5%,0%,7.5,73,-1.5%,10%,-12%,0%,0%,i,1.4
CCOC(=O)C(=O)C1C(=O)Nc2ccccc21 (configuration not stated),3%,5%,.,.,-0.4%,3%,-3%,7%,5%,i,0.3
COc1ccccc1N1CCN(C(=O)/C=C/c2cccc([N+](=O)[O-])c2)CC1,-18%,-4%,0.5,56,-1.1%,-1%,-7%,10%,-6%,i,0.3
Cc1onc(-c2ccccc2)c1C(=O)N/N=C/c1ccccc1OC(C)C,-18%,1%,-0.3,51,-1.4%,-4%,-5%,10%,-5%,i,0.9
COc1ccc(NC(=O)NC2(C(=O)N3CCN(C)CC3)CCCCC2)cc1,9%,1%,-0.9,52,-0.7%,-3%,-7%,8%,14%,i,1.8
CCc1cc(=O)oc2cc(OC(C)C(=O)NCc3ccccn3)ccc12 (configuration not stated),-6%,-1%,0.1,64,1.1%,-9%,-2%,8%,3%,i,1.4
O=C(Nc1ccccc1)C1C2CCC3C(CCC21)C3(Cl)Cl (configuration not stated),-5%,-17%,0.9,34,0.6%,-4%,8%,9%,-2%,i,0.5
Cc1cc(S(=O)(=O)NCc2ccc(S(N)(=O)=O)cc2)c(C)s1,31%,7%,0.4,63,-1.9%,-6%,-4%,5%,-2%,i,0.7
CC(=O)Nc1ccc(Nc2ncnc3c2cnn3-c2ccc(C)cc2C)cc1,12%,3%,-0.2,73,-3.0%,-3%,-2%,4%,3%,i,1.6
CCOC(=O)c1sc(-c2cccc(C(F)(F)F)c2)nc1O,8%,-13%,0.1,48,6.9%,16%,-4%,9%,-3%,i,0.5
CCc1cc(C(=O)c2ccccc2)c(N)s1,10%,6%,-1.0,66,-1.2%,10%,-11%,17%,-6%,i,0.7
CCn1cc(S(=O)(=O)c2cccc(C)c2)c(=O)c2cc(F)c(N3CCN(C)CC3)cc21,6%,7%,-1.7,57,1.5%,-12%,-14%,6%,7%,i,1.0
CN(C)C(CNC(=S)Nc1ccccc1Cl)c1cccnc1 (configuration not stated),16%,-3%,-0.5,86,0.9%,6%,-4%,11%,0%,i,0.5
Cc1ccc(Cn2cc(/C=C/C(=O)O)c(-c3ccccc3)n2)cc1,9%,-5%,-0.3,49,0.1%,21%,-9%,12%,-4%,i,1.6
O=C(Nc1ccc(Cl)cc1)Nc1cnccn1,-19%,5%,0.6,83,-0.1%,-11%,-1%,2%,1%,i,0.1
CCCCN(C(=O)CCNC(=O)NC12CC3CC(CC(C3)C1)C2)c1c(N)n(CCC)c(=O)[nH]c1=O,.,4%,1.4,66,.,.,.,5%,.,i,0.6
